Screening data from PubChem.
HP1b chromo inh – blocks HP1-beta chromodomain binding to methylated histone tails; P83916; AlphaScreen HP1-beta / biotin-H3K9me3 peptide binding; Potency, µM (titrated, usually from 114 µM), without a hit: top-dose activity change, negative = inhibition, actives largely listed as inhibitors; 390,000 tested, 0.56% active; AID 540317; also: potency is read from the fitted curve at half-maximal effect; nearly all actives have a fitted effect of over 70% in size; inactives centre near 23
Target sequence (P83916 whole entry, looked up): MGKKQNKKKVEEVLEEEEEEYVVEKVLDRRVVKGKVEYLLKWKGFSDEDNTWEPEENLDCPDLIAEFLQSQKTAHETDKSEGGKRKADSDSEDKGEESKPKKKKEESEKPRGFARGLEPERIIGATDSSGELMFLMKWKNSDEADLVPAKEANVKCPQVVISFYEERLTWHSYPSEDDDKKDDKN
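AlphaScreen: HP1-beta (50 nM) preformed 30 min with biotin-H3(1-18)K9me3 peptide (50 nM) in PBS pH 7.4, 0.01% Tween-20. Compound added for 30 min at RT, then streptavidin donor/nickel chelate acceptor beads (10 ug/mL) for 30 min.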
ERG Ets-DNA blk – ERG Ets/DNA interaction inhibition | P11308 | fluorescence polarization, His-ERG Ets domain / labelled DNA | Potency, µM (highest dose often 76.9 µM), for the others: top-dose FP activity, negative = inhibition, hits mostly inhibitors | 370,000 tested, 0.028% active; active = well fitted inhibition curve with a large enough effect in the polarisation, with a control signal flat; inconclusive = small, poorly fitted or top-dose-only effect, or effect the other way, or a change in a side signal; inactive = no such curve, though single readings can be large or run the other way; the % refers to the polarisation;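 also: polarization taken with two DNA probes labelled with fluorescein and Texas red; potency is read from the fitted curve at half-maximal effect; % of control where 0% means no effect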
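His-tagged ERG Ets domain (1 uM in the protein solution; 300mM KCl, 50mM Tris-HCl, 1mM EDTA, 1mM DTT, pH 7.5) received compound, then a probe mix of 5 nM fluorescein-DNA and 100nM Texas-615-DNA. Fluorescence polarization was read for both dyes.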
RGS4 inhibitor – blocks human RGS4-accelerated GTP hydrolysis | Potency, µM (series often up to 114 µM), without a hit: at the highest dose activity change, negative = inhibition, hits mostly inhibitors | Transcreener GDP fluorescence polarization, RGS4-accelerated GTP hydrolysis | AID 504845 | 390,000 tested, 0.039% active; also: potency is read from the fitted curve at half-maximal effect; % is scaled to controls: 0 for no effect and ±100 for the full control effect; nearly all actives have a fitted effect of over 75% in size; some results filed as inactive show a strong effect at the top dose
Target sequence (P49798 whole entry, looked up): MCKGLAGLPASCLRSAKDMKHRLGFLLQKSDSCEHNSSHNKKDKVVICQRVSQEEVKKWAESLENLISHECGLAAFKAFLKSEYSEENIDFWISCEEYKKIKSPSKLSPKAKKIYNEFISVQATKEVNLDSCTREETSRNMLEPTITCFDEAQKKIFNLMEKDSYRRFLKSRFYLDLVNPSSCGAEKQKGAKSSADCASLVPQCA
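MLSMR compounds (23 nl, pin-transferred) preincubated 10 min at room temperature with a 500nM (2x) first reagent, then RGS4 at 900nM (2x) plus Transcreener GDP mix added; fluorescence polarization (620/688 nm) read before and after 90 min at 30 °C.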
12-LOX inh – inhibitors of human 12S-lipoxygenase ALOX12; purified 12hLO, xylenol orange hydroperoxide absorbance; P18054; AID 1671190; 580,000 tested, 1.1% active; Potency, µM (top dose mostly 108 µM), for inactives: top-dose activity change, negative = inhibition, most hits filed as inhibitors; also: potency is read from the fitted curve at half-maximal effect; % is scaled to controls: 0 for no effect and ±100 for the full control effect
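Purified human 12hLO (150 nM final) in 25 mM Hepes, 0.01% Triton X-100, pH 7.0 was preincubated 15 min at room temperature with compound. Then 40 uM arachidonic acid was added, 30 min. Hydroperoxide was read by Fe-XO absorbance ratio 573/405 nm.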
G9a inh – inhibitors of human histone lysine methyltransferase G9a; Q96KQ7; G9a H3K9 monomethylation, AlphaScreen, 2 h; Potency, µM (top dose mostly 102 µM), for the others: at the top dose activity, negative = inhibition, most hits filed as inhibitors; 350,000 tested, 8.8% active; AID 504332; also: potency is read from the fitted curve at half-maximal effect; % is scaled to controls: 0 for no effect and ±100 for the full control effect; nearly all actives have a fitted effect of over 75% in size
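AlphaScreen read-out: biotin-H3K9 peptide (500 nM) methylation by 20 nM enzyme with 20 uM SAM, 2 h at room temperature after 15 min compound preincubation; anti-monomethyl H3K9 antibody plus donor/acceptor beads, 10 min dark.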
PI4K2A inh – PI4K2A (human) kinase inhibition; Q9BTU6; purified PI4K2A, ADP-Glo luminescence, 1 h; active compounds read low; activity change, negative = inhibition, % at 76.9 µM; 420,000 tested, 0.13% active; AID 1346378; in the data active = activity change below about -50%; inconclusive = mostly about -30% to -49%;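 also: -100% = wells without enzyme as full effect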
Target sequence (Q9BTU6 whole entry, looked up): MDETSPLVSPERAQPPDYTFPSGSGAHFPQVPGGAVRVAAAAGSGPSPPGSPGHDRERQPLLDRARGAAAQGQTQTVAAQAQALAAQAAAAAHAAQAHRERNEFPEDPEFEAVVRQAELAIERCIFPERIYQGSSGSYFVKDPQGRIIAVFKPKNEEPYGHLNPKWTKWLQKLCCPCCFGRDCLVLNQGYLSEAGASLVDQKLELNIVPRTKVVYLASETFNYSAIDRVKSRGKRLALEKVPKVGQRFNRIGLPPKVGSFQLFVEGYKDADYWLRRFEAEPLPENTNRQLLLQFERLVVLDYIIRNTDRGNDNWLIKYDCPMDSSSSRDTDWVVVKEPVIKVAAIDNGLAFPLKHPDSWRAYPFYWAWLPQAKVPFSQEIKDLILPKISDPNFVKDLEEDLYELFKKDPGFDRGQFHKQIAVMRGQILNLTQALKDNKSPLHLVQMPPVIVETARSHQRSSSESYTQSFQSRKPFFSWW
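In this quantitative HTS, ADP production by PI4K2A was quantified luminescently after 1 h at ambient temperature; 100 microM adenosine served as plate-quality control.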
JMJD2A Tudor – inhibitors of human JMJD2A Tudor domain; O75164; AlphaScreen JMJD2A-Tudor / H3K4me3 peptide binding; Potency, µM (titrated, usually from 114 µM), for inactives: at the top dose activity change, negative = inhibition, hits mostly inhibitors; 390,000 tested, 4.4% active; AID 504339; also: potency is read from the fitted curve at half-maximal effect; % is scaled to controls: 0 for no effect and ±100 for the full control effect; nearly all actives have a fitted effect of over 50% in size
GLS inhibitor – inhibitors of human glutaminase (GLS); O94925; Potency, µM (titrated, usually from 45.5 µM), for inactives: at the highest dose activity change, negative = inhibition, hits mostly inhibitors; GLS enzymatic activity, qHTS titration; 410,000 tested, 0.21% active; AID 624170; also: potency is read from the fitted curve at half-maximal effect; % is scaled to controls: 0 for no effect and ±100 for the full control effect
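Human kidney-isoform GLS in 45 mM KH2PO4 pH 8.2, 0.02% Tween-20, with compound, started with 1mM L-Glutamine (added stock). Glutamate oxidase/HRP/Amplex red coupled fluorescence read at start and after 30 min at RT.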
BAZ2B block – inhibitors of human BAZ2B bromodomain. Q9UIF8. AlphaScreen BAZ2B-H3K14Ac peptide displacement. Potency, µM (titrated, usually from 114 µM), for inactives: at the highest dose activity change, negative = inhibition, most hits filed as inhibitors. 360,000 tested, 4.4% active; also: potency is read from the fitted curve at half-maximal effect; % is scaled to controls: 0 for no effect and ±100 for the full control effect; nearly all actives have a fitted effect of over 60% in size
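Complex of BAZ2B and biotin-H3K14Ac (50 nM apiece) forms over 30 min at RT, then faces library compounds up to 110 uM for another 30 min; AlphaScreen beads added, 20 min dark incubation, luminescence read.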
Active calls of the source: *; u = inconclusive; x = not tested or not shown; & = joins results of further samples; [ ] = another dose, or the depositor's remark. Unless noted, calls follow the shape of the dose curve; as a rule, active = well fitted curve in the direction sought with a large enough effect; inconclusive = small, poorly fitted or top-dose-only effect, or another doubt; inactive = no such curve, though single readings can be large; an effect the other way counts as inactive or inconclusive. These rows are one share of the data; the hit share may differ from the screen's.

HP1b chromo inh,ERG Ets-DNA blk,RGS4 inhibitor,12-LOX inh,G9a inh,PI4K2A inh,JMJD2A Tudor,GLS inhibitor,BAZ2B block,SMILES
19%,-1%,2%,-10%,-15%,-4,-16%,3%,-1%,CC1CCCCN1C(=O)COC(=O)/C=C/c1ccc2ccccc2n1 (stereo not drawn)
-21%,0%,14%,1%,-10%[59 µM],4,-35%,0%,-32%,Cc1nn(S(=O)(=O)c2ccc(Cl)cc2)c(C)c1Sc1ccc([N+](=O)[O-])cc1
24%,-9%,9%,-27%,21%[0.501 µM],1,3%,-7%,8%,Cc1cc(Br)ccc1NC(=O)CN(C)C(=O)C1CCN(C(=O)c2ccc(F)cc2)CC1
44%[activator],12%,-35%,-8%,56%[activator],-6,11%,7%,1%,Cc1c(C(=O)C(C)C)n(C)c2ccccc12
33%,0%,1%,22%,x,2,-13%,1%,x,CON(C)S(=O)(=O)c1cccc(C(=O)Nc2cccc(S(=O)(=O)NC3=NCCCCC3)c2)c1
77%&31%[activator],3%&6%,-30%[56.9 µM],8%&-22%,6%,-5&5,0%&-12%,-2%&-14%,-27%&-5%,CCc1ccccc1NC(=O)CCc1c(C)nn(-c2ccc(N3CCOCC3)nn2)c1C
22%[57 µM],-1%,7%,-4%,3%[59 µM],-6,-18%,-9%,11%,Cc1ccc(-n2nnnc2CNC(=O)c2cc(C(F)(F)F)cc(C(F)(F)F)c2)cc1C
70%[activator],3%,-29%,-8%,2%[12.7 µM],-18,-7%,19%,-17%,O=[N+]([O-])c1ccc2[nH]c(O)c(N=NC3CCS(=O)(=O)C3)c2c1 (stereo not drawn)
40%[activator],16%,12%,-18%,-46%,3,0%,-5%,13%,O=C(COc1ccccc1C(=O)O)Nc1ccc(SC(F)F)cc1
-13%,9%,u,-8%,x,-1,-31%,15%,x,Nc1ccc2c(c1)Cc1cc(Cl)c(Cl)cc1-2
u,6%,u,-17%,x,-2,45µM*,-4%,-3%,COC(=O)c1ccc(C(=O)OC)c(NC(=O)CSc2cccc[n+]2[O-])c1
35%,4%,0%,20%,9%,-3,1%,3%,8%,CC(C)C(c1nnnn1Cc1ccccc1)N1CCC(C(N)=O)CC1 (stereo not drawn)
19%,0%,-46%,u,8%,-2,-6%,-11%,9%,Cc1ccccc1NC(=S)NC(NC(=O)COc1ccccc1)C(Cl)(Cl)Cl (stereo not drawn)
-25%,-14%,-3%,1%,9%[59 µM],0,-6%,-6%,3%,COCCNC(=O)CN(Cc1ccc(F)cc1)C(=O)CCC(=O)Nc1nccs1
-2%,3%,31%,1%,-34%[59 µM],1,-25%,4%,-27%,COc1cccc(-c2nc(S(=O)(=O)c3ccc(Cl)cc3)c(NCc3ccccc3)o2)c1
54%[activator],-8%,-8%,0%,-21%,0,4%,-5%,-17%,O=S(=O)(c1ccccc1)c1nc(NC2CC2)sc1Cl
19%,-5%,7%,-28%,x,-1,-14%,-6%,2%,Cc1cccc(-n2cc(CNCCN3CCOC3=O)c(-c3cccc(F)c3)n2)c1
-11%,-2%,-11%,0%,2%[59 µM],-4,-26%,2%,-25%,CCOC(=O)c1ccc(NC(=O)CN2C(=O)c3cccnc3Sc3ccccc32)cc1
30%,-16%,u,0%,11%[0.501 µM],1,-7%,-6%,5%,CC1CCCN(C(=O)c2cccc(S(=O)(=O)N3CCCc4ccccc43)c2)C1 (stereo not drawn)
35%,9%,u,-2%,59%[activator],-4,4%,10%,29%,OC(CCc1cccc(Cl)c1)c1cccs1 (stereo not drawn)
20%,6%,6%,1%,4%[59 µM],5,2%,19%,8%,CO/N=C/NC(=O)NOCc1c(Cl)cccc1Cl
41%,-9%,-9%,u,10µM*,-5,-18%,-2%,-12%,Cc1cc(=O)n(CC(C)O)c(O)c1C#N (stereo not drawn)
40%,-4%,-11%,0%,15%[12.7 µM],2,-10%,-2%,9%,O=C1c2ccccc2C(=O)N1CCc1nc2ccccc2c(=O)n1-c1ccccn1
17%,-10%,-10%,5%,18%,1,-4%,-15%,0%,COc1cc(NC(=O)c2cccc(C)c2)ccc1NC(=O)c1cc2ccccc2o1
13%,-7%,-3%,33%,-6%,4,-18%,-7%,u,Cc1ccccc1Nc1ccc2nonc2c1[N+](=O)[O-]
4%,x,-31%,-11%,4%[12.7 µM],2,u,-1%,u,CCOc1ccc(OCc2ccc(C(=O)N3CCc4ccccc4C3)o2)cc1
18%,0%,-2%,167%[activator],x,-2,-7%,3%,-7%,Cc1nnsc1C(=O)NNC(=O)c1ccc(C(F)(F)F)cc1
u,1%,6%,-14%,u,-2,-14%[57.1 µM],10%,-24%,Cc1ccc(C(=O)N2CC(=O)Nc3ccc(F)cc3C2c2ccc(F)cc2)cc1[N+](=O)[O-] (stereo not drawn)
29%,6%,11%,u,17%,2,-16%,2%,1%,COC(=O)CNC(=O)C(CCSC)NC(C)=O (stereo not drawn)
31%,-5%,-11%,u,23%[59 µM],-9,-5%,8%,-14%,Cc1ccc(NC(=O)c2cnc(N3CCCC3)nc2C)cc1F

Single records, from the list above. Order of values: HP1b chromo inh	ERG Ets-DNA blk	RGS4 inhibitor	12-LOX inh	G9a inh	PI4K2A inh	JMJD2A Tudor	GLS inhibitor	BAZ2B block
OC(CCc1cccc(Cl)c1)c1cccs1 (stereo not drawn) is entered as 35%	9%	u	-2%	59%[activator]	-4	4%	10%	29%
COc1cc(NC(=O)c2cccc(C)c2)ccc1NC(=O)c1cc2ccccc2o1 is entered as 17%	-10%	-10%	5%	18%	1	-4%	-15%	0%

Additional records.
HP1b chromo inh,ERG Ets-DNA blk,RGS4 inhibitor,12-LOX inh,G9a inh,PI4K2A inh,JMJD2A Tudor,GLS inhibitor,BAZ2B block,SMILES
15%,-5%,10%,1%,3%,-2,-20%,3%,0%,Cc1ccc(NS(=O)(=O)c2c(C)nc3sccn3c2=O)c(C)c1
123%[activator],-8%,32%,-27%,5%[2.33 µM],1,83%[activator],3%,29%,CN(CCOc1ccc(Cl)cc1)CC(=O)Nc1ccc(OC(F)(F)F)cc1
12%,-2%,41%,-30%,-6%,2,-14%,0%,-17%,CC1CCCC(NC(=O)COC(=O)c2ccccc2[N+](=O)[O-])C1C (stereo not drawn)
37%[57 µM],-9%,-38%,u,-11%[59 µM],-4,3%,-1%,0%,CCCc1cc2c(OC(=O)CC)c(-c3ccc(C(=O)OCC)o3)c(=O)oc2cc1OC
-16%,6%,-4%,u,3.5µM*,0,u,-8%,50µM*,O=C(Nc1ccccc1Cc1ccccc1)C1CC(=O)N(c2ccc3c(c2)OCCO3)C1 (stereo not drawn)
16%,1%,-9%,-13%,14µM*,-4,-24%,-3%,0%,O=C(Cc1csc(-c2cccc(Cl)c2)n1)Nc1cccc(S(=O)(=O)NC2=NCCC2)c1
45%[activator],6%,4%,-17%,-5%[59 µM],-2,5%,-6%,-7%,COc1cccc(C2SCC(=O)N2c2ccc(Cl)cc2)c1OC (stereo not drawn)
22%,-8%,-14%,1%,x,-1,-11%,2%,x,C=CC(=O)Nc1cccc(Oc2ncnc3[nH]cc(-c4cnc5ccccc5c4)c23)c1
40%[activator],0%,13%,-27%,-21%,-2,-12%,15%,-31%,O=C(NCCc1ccccc1)Nc1ccc2c(c1)OCO2
u,-7%,-5%,u,13µM*,7,u,5%,u,Oc1c(C(c2ccc(Cl)cc2Cl)N2CCN(Cc3ccccc3)CC2)sc2nc(-c3ccco3)nn12 (stereo not drawn)
44%[activator],-6%,7%,7%,30%,3,1%,0%,-1%,COc1ccc(/C=C/C2=NN(Cc3ccccc3)C(=O)CC2)cc1
33%,5%,-10%,-13%,14%[59 µM],3,6%[57.1 µM],5%,-3%,O=C(O)CC(Cc1ccc(Cl)cc1)C(=O)NCc1ccccc1 (stereo not drawn)
15%,-16%,8%,10%,20%[59 µM],-16,-13%,-5%,8%,Cn1cnnc1SCC(=O)N1CCC(Cc2ccccc2)CC1
26%,-6%,24%,-3%,-31%,2,-12%,49%[activator],1%,CC(=O)N1SC(N)=NC1c1ccccc1 (stereo not drawn)
u,x,-31%,-8%,u,-7,u,1%,50µM*,Cc1cc(C(=O)N/N=C/c2ccc(O)c([N+](=O)[O-])c2)c(C)n1-c1ccc(F)cc1
12%,x,1%,-34%,u,-3,-27%,2%,-30%,CCCOc1ccc(C(=O)Nc2ccc(N(C)C)cc2)cc1
0%,19%,16%,-7%,u,-9,-27%,-5%,-15%,COc1ccc(CCNC(=O)c2ccc3c(SCC(=O)O)c4c(nc3c2)CCCC4)cc1OC
32%[activator],-1%,-7%,1%,-14%[59 µM],4,7%,-3%,-5%,CCC(CC)n1[nH]c(=O)cc1N
3%,x,2%,-5%,-21%,-1,-12%,1%,5%,Cc1ccc(-c2nc(CCNC(=O)c3ccco3)cs2)cc1
60%[activator],-2%,-19%[11.4 µM],16%,18%,0,-7%[11.4 µM],17%,-15%,C/C(=C\c1cccs1)C(=O)c1c(C)cc(C)[nH]c1=O
24%,0%,-12%,-14%,u,0,-8%,6%,-26%,O=C(NCC(c1ccco1)N1CCCC1)c1ccc(S(=O)(=O)Nc2ccccc2F)cc1 (stereo not drawn)
18%,9%,-11%,-8%,7%[59 µM],-3,-21%,12%,2%,Cc1ccc(C(=O)OCC(=O)NCc2ccc3c(c2)OCO3)s1
